Bioassay records (PubChem)
K1F lysis inhibition – protection from phage-mediated lysis, alamar blue read-out – E. coli UTI89, K1F phage, bacterial capsule biogenesis inhibitors (AID 488966); E. coli UTI89 K1F phage lysis, alamar blue, 2 h; higher % means a stronger effect; inhibition, % at 100 µM, or IC50 in µM where a hit was titrated; hit rate 0.02% among 340,000;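 active means phage lysis inhibition, versus mean bacterial control, above a set limit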;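 further: capsule biogenesis inhibitors block K1F phage lysis so surviving cells raise fluorescence; higher fluorescence means more inhibition of phage lysis; actives were called in the ten point dose series up to 300 µM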
An asterisk follows results filed as active; [ ] = another dose, or the depositor's remark. Some of the compounds tested; count on the stated rates, not on these rows.

mol | K1F lysis inhibition
CN1CCN(C2Cc3ccc(F)cc3Sc3cc(F)c(Cl)cc32)CC1 (stereo not given) | -2.4%
Cc1ccc(NS(=O)(=O)c2cccc(C(=O)NCCCN3CCCC3=O)c2)cc1 | 0.8%[50 µM]
O=C1/C(=C\c2ccc(Cl)c(Cl)c2)CN(C(=O)CCN2CCOCC2)C/C1=C/c1ccc(Cl)c(Cl)c1 | 1.7%
O=C(CN1CCOCC1)NNC(=O)c1ccc(Cl)cc1 | 0.7%[50 µM]
C=CCSc1nnc(NC(=O)c2c(CC)noc2C)s1 | 1.1%[50 µM]
C(=C(c1ccccc1)c1ccccc1)c1ccccn1 | 9.5%
Cc1cnc(NC(=O)CSCc2c(C)noc2C)s1 | -0.5%
Cc1cc(SCC(=O)OCC(=O)N2CCCC2=O)c(C)cc1Br | 1.3%[50 µM]
COc1ccc(NC(=O)C(=O)NCC(c2ccco2)N2CCc3ccccc3C2)cc1OC (stereo not given) | 2.7%[50 µM]
O=C(CN1C(=O)NC2(CCCCCCC2)C1=O)NCc1ccc(Cl)cc1 | 0.9%[50 µM]
O=S(=O)(O)C(c1ccccc1)C1(O)CCCCC1 (stereo not given) | 3.5%
O=C(CN(Cc1ccco1)Cc1ccco1)Nc1cc(S(=O)(=O)N2CCCCC2)ccc1Cl | 0.5%[50 µM]
Clc1ccc(CSc2cnnc3ccccc23)cc1Cl | 1.3%
Cc1ccc(-c2nn(-c3ccccc3)cc2C(=O)NC2CCC(O)CC2)cc1 (stereo not given) | 0.1%[50 µM]
Cc1cc(=O)[nH]c(SCC(=O)NC2CCCCCCC2)n1 | 0.2%[50 µM]
COC(=O)c1ccc(C2=NOC(C)(c3nnc(-c4cccc(Cl)c4)o3)C2)cc1 (stereo not given) | 0.8%
CC(=O)C[C@H](O)CC(=O)[C@H]1OC(=O)[C@@H](C)C/C=C\Cc2ccccc21 | -0.1%
CC(C)(C=O)Cc1cc(C(C)(C)C)c(O)c(C(C)(C)C)c1 | -0.7%
CCC1(c2ccccc2)NC(=O)N(CC(=O)N(C)CC(=O)Nc2ccc(F)c(F)c2F)C1=O (stereo not given) | 1.2%[50 µM]
O=C(Cn1nc(C(=O)O)c2ccccc2c1=O)Nc1ccc(Cl)c(S(=O)(=O)N2CCOCC2)c1 | -2.0%
COc1ccccc1C(CNC(=O)C(CCSC)NS(=O)(=O)c1ccccc1F)N1CCCC1 (stereo not given) | 0.8%[50 µM]
CC12CCC(=O)N1C(C(=O)NNC(=O)COc1ccccc1Cl)CS2 (stereo not given) | 0.6%[50 µM]
CN1C(=O)C2(CCCCC2)C1c1ccccc1 (stereo not given) | 0.2%
C[C@H](CO)N1C[C@H](C)[C@@H](CN(C)Cc2ccc(C(=O)O)cc2)Oc2c(NC(=O)c3ccncc3)cccc2C1=O | 0.6%
Cc1ccc2c(c1)P(=O)(O)c1cc(C)ccc1O2 | -2.5%
O=C(COC(=O)C1CCC1)NCc1ccc(F)cc1 | 0.6%[50 µM]
O=C(NCCCn1ccnc1)c1ccc(-c2cccc(C(F)(F)F)c2)o1 | 0.4%[50 µM]
Cc1ccccc1OCC(=O)OCC(=O)NCc1ccco1 | 2.1%[50 µM]
O=C(c1ccc([N+](=O)[O-])o1)N(Cc1nnc(-c2ccccc2Cl)o1)C1CC1 | -1.1%[50 µM]
N#Cc1ccsc1NC(=O)CCN1C(=O)C2CCCCC2C1=O (stereo not given) | 4.9%
Cc1noc(C)c1C(=O)Nc1nc2ccc(F)cc2s1 | 0.9%[50 µM]
O=C(Cc1cccc(F)c1)N1CCOCC1 | -0.5%
CC(=O)N1CCc2c(sc(NC(=O)C3CCCN3S(=O)(=O)c3cccs3)c2C#N)C1 (stereo not given) | 0.2%[50 µM]
CN(Cc1ccc(C(C)(C)C)cc1)C(=O)c1ccc2c(c1)OCO2 | 0.2%[50 µM]
C=C1CCC2[C@](C)(CO)[C@H](O)CC[C@@]2(C)[C@@H]1/C=C/C1=CCOC1=O (stereo not given in full) | 3.8%
Cc1cc(-c2nn3c(C)nnc3s2)ccc1NC(=O)C(C)(C)C | 0.0%
O=C1C(Cl)=C(Oc2ccccc2)C(=O)c2ccccc21 | -1.8%
O=[N+]([O-])c1ccccc1CN1CCN(S(=O)(=O)c2ccccc2)CC1 | -0.5%
O=[N+]([O-])c1ccccc1N=NNc1ccccc1 | -0.7%
O=C(c1ccc(Cl)c(S(=O)(=O)N2CCCCC2)c1)N1CCCC(C(F)(F)F)C1 (stereo not given) | 0.9%[50 µM]
CCN(CC)Cc1ccccc1CNC(=O)c1cccc(S(=O)(=O)Nc2ccc3c(c2)OCO3)c1 | 1.4%[50 µM]
COc1ccc(CCC(=O)Nc2ccc(Cl)c(S(=O)(=O)N3CCOCC3)c2)cc1OC | 0.7%[50 µM]
CCN1C(=O)[C@H]2[C@H]3CN=C(SCc4ccc(C#N)cc4)N3[C@@](Cc3ccccc3)(C(=O)OC)[C@H]2C1=O | -0.1%
COC(=O)c1c(C)cc(O)cc1O | 1.6%
CC(O)[C@H]1CC[C@H]2[C@@H]3CC[C@H]4C[C@@H](O)CC[C@]4(C)[C@H]3/C(=N/O)C[C@]12C (stereo not given in full) | -2.8%
CN(CC(=O)Nc1ccc(Cl)cc1F)C1CCS(=O)(=O)C1 (stereo not given) | 0.2%[50 µM]
CCc1cccc(C)c1NC(=O)COC(=O)C1CCN(S(=O)(=O)c2ccccc2)CC1 | 1.6%[50 µM]
O=C(Nc1cccc(S(=O)(=O)NC2=NCCC2)c1)c1cnc(Cl)c(Cl)c1 | 0.1%[50 µM]
COc1ccc(CNC(=O)CN2C(=O)NC3(CCCc4sccc43)C2=O)cc1OC (stereo not given) | 0.0%[50 µM]
CCN(Cc1nc2ccccc2c(=O)[nH]1)C(=O)CN1C(=O)NC2(CCCCC2C)C1=O (stereo not given) | 0.4%[50 µM]

(further entries)
mol | K1F lysis inhibition
CCn1nc(C(=O)OCC(=O)N(CC(C)C)c2c(N)n(Cc3ccccc3)c(=O)[nH]c2=O)c2ccccc2c1=O | 0.6%[50 µM]
CC(=O)NC(c1ccco1)c1cc(Cl)c2ccc(Cl)nc2c1O (stereo not given) | 0.5%
Cc1cccc(CNc2ncnc3ccc(-c4ccoc4)cc23)c1 | 0.6%
CCOc1ccc(NC(=O)CN(C)C(=O)c2ccccc2SCc2c(C)noc2C)cc1OCC | 0.5%[50 µM]
Cc1ccc(C)c(SCC(=O)N(C)C2CCS(=O)(=O)C2)c1 (stereo not given) | 0.9%[50 µM]
O=c1cc(-c2ccccc2)oc2cc(O)c(O)c(O)c12 | 1.4%
C[C@]12c3[nH]c4ccc(Cl)cc4c3CCN1C(=O)[C@@H](CC(=O)NCCCn1ccnc1)C[C@@H]2C(=O)N1CCCCC1 | 0.3%
O=C(OC1CCCCC1=O)c1ccc(F)c(S(=O)(=O)N2CCOCC2)c1 (stereo not given) | 1.0%[50 µM]
CC(=O)N1CCN(c2ccc(NCc3ccc(-c4ccc(Br)cc4)o3)cc2)CC1 | 0.5%
CN(C)S(=O)(=O)c1ccc2c(c1)/C(=C/c1cc3c([nH]1)CCCC3)C(=O)N2 | 2.1%
N#Cc1ccc(C(=O)NNC(=O)c2cccc(S(=O)(=O)N3CCOCC3)c2)cc1 | 0.9%[50 µM]
O=C(OCC(=O)N1CCCC1=O)c1cc(S(=O)(=O)N2CCOCC2)ccc1F | 2.2%[50 µM]
O=C(COC(=O)C1CCC1)Nc1cc(S(=O)(=O)N2CCCCC2)ccc1Cl | 4.1%[50 µM]
COc1ccc(C(=O)Nc2c(N)nc[nH]c2=O)cc1 | -0.1%
CSCCC(NC=O)C(=O)NC(C)C(=O)O (stereo not given) | 0.7%
CC1CCCC(C)N1C(=O)COc1cccc(Oc2ccccc2)c1 (stereo not given) | -0.1%
CS(=O)(=O)c1ccc(CNC(=O)C2(C(F)(F)F)C/C(=C\Cc3ccccc3)CCCO2)cc1 (stereo not given) | 0.9%
CC(Oc1ccccc1F)C(=O)NNC(=O)C1CC(=O)N(c2ccc3c(c2)OCCO3)C1 (stereo not given) | 0.7%[50 µM]
COc1ccc(OC)c(C(=O)COC(=O)COc2ccccc2F)c1 | 0.2%[50 µM]
CC(=O)Oc1c(C)c2c3c(c1OC(C)=O)[C@@H](C)CC[C@@H]3[C@@H](C)C[C@H]2C=C(C)C | 0.3%
O=C(COC(=O)c1cc([N+](=O)[O-])ccc1NCCO)Nc1cccc(S(=O)(=O)N2CCCC2)c1 | 1.1%[50 µM]
COc1cc(OC)cc(-c2c(-c3ccc(F)cc3)c3cc(-c4ccc(SC)cc4)ccc3n2C)c1 | -0.3%
O=C(CCNS(=O)(=O)c1ccccc1C(F)(F)F)NC1CCCCCC1 | 0.6%[50 µM]
COc1cccc(NC(=O)C(C)N2C(=O)c3ccccc3S2(=O)=O)c1 (stereo not given) | 0.9%[50 µM]
O=C(Nc1ccccc1N1CCCCC1)C1CC(=O)N(c2ccccc2F)C1 (stereo not given) | -0.4%
COc1ccc(NC(=O)CN2CCN(S(=O)(=O)c3cccs3)CC2)cc1Cl | 1.0%[50 µM]
COc1ccc(Cl)cc1NC(=O)CSc1nnc(C2CC2)n1N | 1.0%[50 µM]
CCOC(=O)c1ccc(S(=O)(=O)N2CCN(C3CC(=O)N(c4ccccc4C(F)(F)F)C3=O)CC2)cc1 (stereo not given) | 1.4%[50 µM]
Cc1csc(SCC(=O)NC(=O)c2ccccc2)n1 | 1.3%[50 µM]
O=C(c1cc(-c2ccc(Br)cc2)nc2ccccc12)N1CCC1 | 0.9%[50 µM]

Laid out differently: entries from further up
CCOC(=O)c1ccc(S(=O)(=O)N2CCN(C3CC(=O)N(c4ccccc4C(F)(F)F)C3=O)CC2)cc1 (stereo not given)
- K1F lysis inhibition: 1.4%[50 µM]

Cc1csc(SCC(=O)NC(=O)c2ccccc2)n1
- K1F lysis inhibition: 1.3%[50 µM]

O=C(c1cc(-c2ccc(Br)cc2)nc2ccccc12)N1CCC1
- K1F lysis inhibition: 0.9%[50 µM]

(continued)
mol | K1F lysis inhibition
O=S(=O)(c1ccc2c(c1)OCCO2)N1CCN(S(=O)(=O)c2ccccn2)CC1 | 0.7%
COC(=O)[C@]1(C)N[C@H](CN(C)C(=O)Nc2ccc(F)cc2)[C@@H]2C(=O)N(C)C(=O)[C@@H]21 | 0.3%
CN(CC(=O)Nc1ccc(OC(F)(F)F)cc1)C(=O)C1CCC1 | 0.5%[50 µM]
O=C(COC(=O)COc1ccc(Cl)cc1Cl)NC1CCS(=O)(=O)C1 (stereo not given) | 0.7%[50 µM]
COc1ccc(C(=O)Cn2c(N3CCCCC3)nc3c2c(=O)n(C)c(=O)n3C)cc1OC | 0.2%
CC(=O)Oc1ccccc1C(=O)O | 0.0%
COc1cc(C(=O)OCC(=O)NC2CC2)cc(OC)c1OC | 0.7%[50 µM]
CC1CCC(CN2CCN=C2N(C)C)CC1 (stereo not given) | 1.5%
CC(=O)Nc1ccc(N)cc1 | -0.9%
CC1CN(C(=O)c2cc(Br)c(Br)s2)CC(C)O1 (stereo not given) | 0.4%[50 µM]
COc1ccccc1CNC(=O)CN1C(=O)NC(c2ccccc2)(c2ccc(C)c(C)c2)C1=O (stereo not given) | -1.1%[50 µM]
Cn1c(=O)c2[nH]c(COc3ccccc3)nc2n(C)c1=O | 0.2%
COc1ccc(C(=O)NCC2COc3ccccc3O2)cc1S(=O)(=O)N1CCOCC1 (stereo not given) | 0.5%[50 µM]
CCOC(=O)/C=C/c1ccc2c(c1)S(=O)(=O)N(Cc1ccc(OC)cc1)[C@H]2CC(=O)OCC | 0.3%
O=C(COC(=O)C1CCN(c2ccc(C(F)(F)F)cn2)CC1)Nc1cc(F)ccc1F | -0.2%[50 µM]
O=C(COC(=O)Cn1ccc(=O)[nH]c1=O)Nc1ccc(F)cc1 | 2.4%
C1CCN2C[C@@H]3C[C@@H](CN4CCCC[C@@H]34)[C@H]2C1 | 2.7%
CC(C)(C)[C@H]1COC(=O)CC/C=C\C[C@@H](CC(=O)N(CCO)Cc2ccccc2)C(=O)N1 | 0.9%
CCCn1c(SCC(=O)Nc2cc(C)on2)nc2c1c(=O)n(C)c(=O)n2C | -1.8%
O=C(Nc1ccc(N2CCOCC2)cc1)c1ccc2ncsc2c1 | >150µM*

Grouped by structure, the entries above with a tert-butyl group (four)
mol | K1F lysis inhibition
CC(C)(C=O)Cc1cc(C(C)(C)C)c(O)c(C(C)(C)C)c1 | -0.7%
CN(Cc1ccc(C(C)(C)C)cc1)C(=O)c1ccc2c(c1)OCO2 | 0.2%[50 µM]
Cc1cc(-c2nn3c(C)nnc3s2)ccc1NC(=O)C(C)(C)C | 0.0%
CC(C)(C)[C@H]1COC(=O)CC/C=C\C[C@@H](CC(=O)N(CCO)Cc2ccccc2)C(=O)N1 | 0.9%

Carrying on:
mol | K1F lysis inhibition
COc1ccc(C(=O)NCCS(=O)(=O)N2CCCC2)cc1 | -0.1%
Cc1csc(NC(=O)CSc2nc(=O)n(CCN(C)C)c3c2CCCC3)n1 | 1.5%[50 µM]
CN(c1ccccc1)S(=O)(=O)c1cccc(NC(=O)CSc2nccc(=O)[nH]2)c1 | -0.7%
COc1ccc(-n2ccnc(SCC(=O)NC3CCCC3)c2=O)cc1OC | 1.4%[50 µM]
Cc1cc(N2CCCC2)ccc1NC(=O)COc1ccccc1 | 0.2%[50 µM]
CCc1cc2c(SC(C)C(=O)NC3CCCC3)ncnc2s1 (stereo not given) | -0.1%
O=C(COC(=O)c1ccc(Cl)nc1)Nc1nnc(-c2ccccc2)o1 | 0.8%
CC(Oc1ccc(Br)cc1)C(=O)Nc1ccc(S(=O)(=O)NC2=NCCCCC2)cc1 (stereo not given) | -0.6%[50 µM]
